High-throughput results as filed in PubChem.
Cardio protect: cardioprotection against H2O2-induced cell death, primary screen, uHTS, H9c2 cells, ATPLite luminescence; protection from H2O2 cell death, % at 20 µM; actives 0.63% (n = 360,000); H9c2 cardiomyocytes, H2O2 injury protection, 2 h;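 active = compounds giving at least 50% protection of heart cells from peroxide-induced death in the single-dose screen, raw or plate-pattern-corrected value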;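 note: 0% = DMSO wells with peroxide and 100% = DMSO wells without peroxide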
PDI inh: inhibitors of human PDI, primary screen, biochemical, turbidity, single point, plate reader. Protein disulfide-isomerase (Homo sapiens), P07237. PDI insulin aggregation turbidity, A650, 90 min. actives 0.052% (n = 350,000). inhibition, % at 10 µM;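 active = mean inhibition across replicates of 30% or more, whatever share of single replicates reach that level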;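 note: absorbance from insulin aggregation driven by PDI reduction with DTT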
MC4R antagonist: MC4R antagonists of cAMP signaling, primary screen, cell-based, TR-FRET, antagonist arm of biased-ligand search; Melanocortin receptor 4 (Homo sapiens), P32245; MC4R-expressing cells, MTII-stimulated cAMP, LANCE TR-FRET; inhibition, % at 6.5 µM; actives 0.48% (n = 360,000);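 active = inhibition above its plate's cutoff, the mean of tested wells on that plate plus 3 SD, cut at about 29% in these data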;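 note: 0% = Melanotan II alone and 100% = Melanotan II plus saturating MCL0020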
Target sequence (P32245 whole entry, looked up): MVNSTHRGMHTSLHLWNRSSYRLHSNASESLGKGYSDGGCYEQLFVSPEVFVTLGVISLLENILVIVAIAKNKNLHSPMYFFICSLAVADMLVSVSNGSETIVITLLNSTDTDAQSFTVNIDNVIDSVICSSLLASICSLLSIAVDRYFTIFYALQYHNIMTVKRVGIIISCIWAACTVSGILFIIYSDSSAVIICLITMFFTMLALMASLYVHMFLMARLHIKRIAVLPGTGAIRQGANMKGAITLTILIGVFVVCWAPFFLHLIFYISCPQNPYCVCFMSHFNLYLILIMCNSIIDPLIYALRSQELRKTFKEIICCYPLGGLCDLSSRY
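System: U2OS-MC4R stable cell line; Technique: Eu-cAMP/anti-cAMP TR-FRET, emission 671 nm; Repeats: single well per compound; Also added: Melanotan II; Dosing: one concentration, 6.5 µM nominal; Schedule: 30-min compound, 1-h challenge, 1-h detection, room temperature.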
HTR2A ag: mouse Htr2a agonists via beta-arrestin recruitment, primary screen, cell-based, luminescence; 5-hydroxytryptamine receptor 2A (Mus musculus), P35363; CHO-K1 mHTR2A beta-arrestin complementation; percent of 30 µM serotonin response; activation, % at 7.6 µM; actives 0.66% (n = 360,000);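 active = activation above a run cutoff, the mean activation of all tested compounds plus 3 SD, cut at about 14% in these data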;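 note: 0% = plate median of compound wells and 100% = 30 µM serotonin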
Target sequence (P35363 whole entry, looked up): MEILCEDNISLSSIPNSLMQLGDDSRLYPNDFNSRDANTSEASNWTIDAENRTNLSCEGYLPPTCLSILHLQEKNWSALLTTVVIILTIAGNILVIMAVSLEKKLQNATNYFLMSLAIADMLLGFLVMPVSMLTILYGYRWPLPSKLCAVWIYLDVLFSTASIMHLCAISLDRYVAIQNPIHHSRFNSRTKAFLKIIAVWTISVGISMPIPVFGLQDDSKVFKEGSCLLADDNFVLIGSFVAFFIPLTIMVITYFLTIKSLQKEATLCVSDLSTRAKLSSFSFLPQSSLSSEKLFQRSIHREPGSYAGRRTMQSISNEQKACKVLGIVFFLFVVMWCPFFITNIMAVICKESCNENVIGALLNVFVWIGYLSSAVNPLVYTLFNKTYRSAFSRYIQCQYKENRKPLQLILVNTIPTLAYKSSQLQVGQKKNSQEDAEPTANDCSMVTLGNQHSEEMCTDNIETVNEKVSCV
CaV13 ICDI inh: Disruptors of the CACNA1D IQ motif to Ca2+-dependent inactivation inhibitor domain association, primary screening, Förster resonance energy transfer in intact living …. inhibition, % at 12.3 µM. actives 0.098% (n = 340,000). HEK cells, CFP/YFP FRET ICDI-IQ, plate reader, 10 min; percent FRET-ratio fall versus neutral wells;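 active = mean replicate inhibition of at least 30% and at least 1% of replicates passing that level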;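 note: 0% = median of the neutral control wells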
MC4R ag barr: MC4R agonists recruiting beta-arrestin, primary screen, cell-based, luminescence, agonist arm of biased-ligand search; U2OS MC4R beta-arrestin complementation; percent of melanotan II response, DMSO zero; activation, % at 8.9 µM; actives 0.98% (n = 360,000); AID 540308, 2011;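 active = activation above a per-plate cutoff, the mean activation of sample wells on that plate plus 3 SD, cut at about 8% in these data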
Exocytosis inh: LAMP-1 surface exposure blockers, TALL-104 cells – cell-based, flow cytometry, MLPCN library, primary screen; TALL-104 LAMP-1 surface exposure; cells stimulated with thapsigargin and PMA; inhibition, % at 10 µM; actives 0.66% (n = 360,000); AID 651702, 2012;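 active = inhibition above about 55%, limit read from the data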
N-glyco inh: increase of ERlucT glycosylation luciferase signal, primary screen, N-linked glycosylation inhibitor project, D54 ERlucT cells, luminescence, set 2 | AID 588692, 2011 | reporter increase, % at 12.5 µM | D54 ERlucT glycosylation luciferase reporter, 24 h; percent of 100 nM tunicamycin response | actives 0.23% (n = 360,000);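 active = mean luciferase reporter signal, scaled so untreated is 0 and the glycosylation-blocking control 100, at or above a set limit in every replicate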;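 note: luciferase carries N-glycosylation sites so blocking glycosylation raises the light; 0% = median of neutral control wells and 100% = median of 100 nM tunicamycin wells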
ABHD5 PLIN5 PPI: ABHD5-PLIN5 interaction inhibitors, primary screen, cell lysate, split luciferase complementation, luminescence | inhibition, % at 4 µM | actives 0.78% (n = 360,000) | Split G. princeps luciferase complementation, 4 h;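 active = inhibition above the mean inhibition across every tested compound plus 3 SD, cut at about 22% in these data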;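 note: 0% = DMSO only wells and the 100% control is not disclosed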
ABCB6 inh MLPCN: ABCB6 transporter inhibitors, primary screen, K562-ABCB6 cells, flow cytometry, MLPCN library. fluorescence ratio to DMSO, % at 10 µM. ATP-binding cassette sub-family B member 6 (Homo sapiens), Q9NP58. actives 0.19% (n = 360,000). K562-ABCB6 porphyrin accumulation, 1 h; stronger effect = lower value;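 active = fluorescence ratio to DMSO below 75%, the collection mean minus 3 SD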;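 note: signal is porphyrin accumulated inside mitochondria; 100% equals median channel fluorescence of DMSO control wells; lower ratio means ABCB6 inhibition with less porphyrin fluorescence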
* marks the source's active call; other numbers are inactive results.

Screening CCCCN(CCCC)C(=O)CSc1nnc2n(C)c(=O)c3c4c(sc3n12)CCCC4 returned Cardio protect 6, PDI inh 7, MC4R antagonist 1, HTR2A ag 1, MC4R ag barr -2.2, Exocytosis inh -4, N-glyco inh 4, ABHD5 PLIN5 PPI -1 and ABCB6 inh MLPCN 103.
`O=CNCCCc1nc2ccccc2n1Cc1cccc2ccccc12` gave Cardio protect -1, PDI inh -3, MC4R antagonist -2, HTR2A ag -5, CaV13 ICDI inh -8, MC4R ag barr -0.6, Exocytosis inh -2, N-glyco inh 2, ABHD5 PLIN5 PPI 4 and ABCB6 inh MLPCN 102.
`O=C(Nc1ccccc1)c1ccc(OC(=O)c2ccccc2)cc1` gave Cardio protect 2, PDI inh -1, MC4R antagonist -2, HTR2A ag -5, CaV13 ICDI inh -20, MC4R ag barr 9.8*, Exocytosis inh -3, N-glyco inh 4, ABHD5 PLIN5 PPI 7 and ABCB6 inh MLPCN 101.
`COc1ccc(OCC(=O)Nc2cccc(C(=O)Nc3ccccc3C(=O)O)c2)cc1` gave Cardio protect 3, PDI inh 0, MC4R antagonist 6, HTR2A ag 10, CaV13 ICDI inh -5, MC4R ag barr -0.8, Exocytosis inh 4, N-glyco inh 0, ABHD5 PLIN5 PPI -4 and ABCB6 inh MLPCN 104.
For CN1CCN(CC(=O)C23CC4CC(CC(C4)C2)C3)CC1 the results were Cardio protect 11, PDI inh 6, MC4R antagonist 5, HTR2A ag 5, CaV13 ICDI inh -7, MC4R ag barr -1.5, Exocytosis inh -1, ABHD5 PLIN5 PPI 7 and ABCB6 inh MLPCN 112.
Screening Cc1nc2ccccn2c1C(=O)NCc1ccc2c(c1)OCO2 returned Cardio protect -14, PDI inh 8, MC4R antagonist -2, HTR2A ag 4, CaV13 ICDI inh -9, MC4R ag barr -0.7, Exocytosis inh 1, N-glyco inh -1, ABHD5 PLIN5 PPI 3 and ABCB6 inh MLPCN 96.
`CCOC(=O)N1CCN(C(=S)NC(=O)c2ccnn2C)CC1` gave Cardio protect 3, PDI inh 1, MC4R antagonist 2, HTR2A ag -2, CaV13 ICDI inh -3, MC4R ag barr -2.2, Exocytosis inh 4, N-glyco inh 3, ABHD5 PLIN5 PPI 1 and ABCB6 inh MLPCN 97.
Screening Cc1cc(C)nc(NS(=O)(=O)c2ccc(Br)s2)c1 returned Cardio protect 20, PDI inh 0, MC4R antagonist -4, HTR2A ag -4, CaV13 ICDI inh -5, MC4R ag barr 0.3, Exocytosis inh -8, N-glyco inh -1, ABHD5 PLIN5 PPI -4 and ABCB6 inh MLPCN 107.
For Cc1c([N+](=O)[O-])nnn1-c1cc(Cl)cc(Cl)c1 the results were Cardio protect -11, PDI inh -8, MC4R antagonist 8, HTR2A ag 0, MC4R ag barr -3.6, Exocytosis inh 5, N-glyco inh 2, ABHD5 PLIN5 PPI -4 and ABCB6 inh MLPCN 102.
Screening O=C(Cc1cccc(NC(=O)C2CCCN(C(=O)C3CCC3)C2)c1)Nc1cccc(C(=O)N2CCCCC2)c1 (centres undefined) returned Cardio protect 7, PDI inh 3, MC4R antagonist 6, HTR2A ag 4, CaV13 ICDI inh -8, MC4R ag barr -2.1, Exocytosis inh -1, N-glyco inh 3, ABHD5 PLIN5 PPI 3 and ABCB6 inh MLPCN 102.
For Clc1ccc(SCc2cn3ccsc3n2)cc1 the results were Cardio protect -1, PDI inh -4, MC4R antagonist -4, HTR2A ag -6, CaV13 ICDI inh -5, MC4R ag barr 0.5, Exocytosis inh 2, N-glyco inh -3, ABHD5 PLIN5 PPI -2 and ABCB6 inh MLPCN 92.
`CCOC(=O)NC(=O)COC(=O)CNC(=O)c1cccc(OC)c1` gave Cardio protect -4, PDI inh 0, MC4R antagonist 12, HTR2A ag 20*, CaV13 ICDI inh 3, MC4R ag barr -1.4, Exocytosis inh 1, N-glyco inh 0, ABHD5 PLIN5 PPI -6 and ABCB6 inh MLPCN 92.
Screening CCC(C(=O)OCC(=O)Nc1c(Cl)cccc1Cl)c1ccccc1 (centres undefined) returned Cardio protect -15, PDI inh 5, MC4R antagonist 13, HTR2A ag 5, CaV13 ICDI inh -3, MC4R ag barr -2.9, Exocytosis inh 4, N-glyco inh 0, ABHD5 PLIN5 PPI -4 and ABCB6 inh MLPCN 95.
O=C(NCc1ccncc1)C(=O)C1C(=O)Nc2ccccc21 (centres undefined) was read as Cardio protect 2, PDI inh -1, MC4R antagonist -6, HTR2A ag 7, CaV13 ICDI inh 1, MC4R ag barr -1.7, Exocytosis inh -9, N-glyco inh 0, ABHD5 PLIN5 PPI 1 and ABCB6 inh MLPCN 92.
For CC[C@@]12C(=O)N(c3cccc(Br)c3)C(=O)N1[C@H](c1cccc(C)c1)[C@@H]1C(=O)N(Cc3ccccc3)C(=O)[C@@H]12 the results were Cardio protect 4, PDI inh 0, MC4R antagonist 20, HTR2A ag 7, CaV13 ICDI inh -4, MC4R ag barr 0.5, Exocytosis inh 0, N-glyco inh -1, ABHD5 PLIN5 PPI 0 and ABCB6 inh MLPCN 95.

Among those listed so far, 4 contain four or more nitrogen atoms:
Screening CCCCN(CCCC)C(=O)CSc1nnc2n(C)c(=O)c3c4c(sc3n12)CCCC4 returned Cardio protect 6, PDI inh 7, MC4R antagonist 1, HTR2A ag 1, MC4R ag barr -2.2, Exocytosis inh -4, N-glyco inh 4, ABHD5 PLIN5 PPI -1 and ABCB6 inh MLPCN 103.
`CCOC(=O)N1CCN(C(=S)NC(=O)c2ccnn2C)CC1` gave Cardio protect 3, PDI inh 1, MC4R antagonist 2, HTR2A ag -2, CaV13 ICDI inh -3, MC4R ag barr -2.2, Exocytosis inh 4, N-glyco inh 3, ABHD5 PLIN5 PPI 1 and ABCB6 inh MLPCN 97.
For Cc1c([N+](=O)[O-])nnn1-c1cc(Cl)cc(Cl)c1 the results were Cardio protect -11, PDI inh -8, MC4R antagonist 8, HTR2A ag 0, MC4R ag barr -3.6, Exocytosis inh 5, N-glyco inh 2, ABHD5 PLIN5 PPI -4 and ABCB6 inh MLPCN 102.
Screening O=C(Cc1cccc(NC(=O)C2CCCN(C(=O)C3CCC3)C2)c1)Nc1cccc(C(=O)N2CCCCC2)c1 (centres undefined) returned Cardio protect 7, PDI inh 3, MC4R antagonist 6, HTR2A ag 4, CaV13 ICDI inh -8, MC4R ag barr -2.1, Exocytosis inh -1, N-glyco inh 3, ABHD5 PLIN5 PPI 3 and ABCB6 inh MLPCN 102.

Continuation.
CN1CCC(NC(=O)c2cccs2)CC1 was read as Cardio protect -4, MC4R antagonist -9, HTR2A ag -5, CaV13 ICDI inh 6, MC4R ag barr -1.0, Exocytosis inh 4, N-glyco inh 0, ABHD5 PLIN5 PPI 6 and ABCB6 inh MLPCN 96.
For CC(OC(=O)/C=C/c1cccc(F)c1)C(=O)NC1CCCCC1C (centres undefined) the results were Cardio protect 0, PDI inh -5, MC4R antagonist 0, HTR2A ag 7, MC4R ag barr -0.1, Exocytosis inh -1, N-glyco inh -2, ABHD5 PLIN5 PPI -3 and ABCB6 inh MLPCN 101.
Screening O=C(COC(=O)/C=C/c1ccc(Br)o1)Nc1cccc(S(=O)(=O)N2CCOCC2)c1 returned Cardio protect -2, PDI inh -3, MC4R antagonist 9, HTR2A ag 2, CaV13 ICDI inh -12, MC4R ag barr -3.5, Exocytosis inh 4, N-glyco inh 0, ABHD5 PLIN5 PPI 16 and ABCB6 inh MLPCN 104.
`COc1ccc(-n2ccnc2CN2CCN(C3CCCC3)C(CCO)C2)cc1` (centres undefined) gave Cardio protect 7, PDI inh 8, MC4R antagonist 16, HTR2A ag -2, CaV13 ICDI inh -16, MC4R ag barr 0.1, Exocytosis inh -2, N-glyco inh -3, ABHD5 PLIN5 PPI -5 and ABCB6 inh MLPCN 96.
`O=C(O)c1ccccc1NS(=O)(=O)c1ccc(NNC(=S)Nc2ccc(OC(F)F)cc2)c([N+](=O)[O-])c1` gave Cardio protect 0, PDI inh -5, MC4R antagonist 8, HTR2A ag -3, CaV13 ICDI inh 5, MC4R ag barr -3.5, Exocytosis inh -1, N-glyco inh 1, ABHD5 PLIN5 PPI -8 and ABCB6 inh MLPCN 96.
For CN(Cc1ccc(OC(F)F)cc1)C(=O)c1cccc(S(=O)(=O)N2CCN(Cc3ccccc3)CC2)c1 the results were Cardio protect -16, PDI inh 1, MC4R antagonist 6, HTR2A ag 2, CaV13 ICDI inh -5, MC4R ag barr -0.2, Exocytosis inh -4, N-glyco inh -4, ABHD5 PLIN5 PPI 4 and ABCB6 inh MLPCN 98.
For COc1ccccc1CCc1nnc(N)s1 the results were Cardio protect 4, PDI inh 2, MC4R antagonist 4, HTR2A ag 2, CaV13 ICDI inh -21, MC4R ag barr -0.3, Exocytosis inh 2, N-glyco inh 2, ABHD5 PLIN5 PPI 4 and ABCB6 inh MLPCN 89.
`COc1ccc(NS(=O)(=O)c2c(C(=O)N3CCCCCC3)c(C)n(C)c2C)cc1` gave Cardio protect -2, PDI inh -2, MC4R antagonist -2, HTR2A ag 4, CaV13 ICDI inh -4, MC4R ag barr -1.4, Exocytosis inh -2, N-glyco inh -1, ABHD5 PLIN5 PPI 8 and ABCB6 inh MLPCN 101.
O=C1NC(=S)SC1=Cc1ccccc1C(=O)O was read as Cardio protect 20, HTR2A ag 4, CaV13 ICDI inh -22, Exocytosis inh -6, N-glyco inh -1, ABHD5 PLIN5 PPI 12 and ABCB6 inh MLPCN 100.
N=C(N)c1ccc(OCCCCCOc2ccc(C(=N)N)cc2)cc1 was read as Cardio protect 9, PDI inh 1, MC4R antagonist 8, HTR2A ag -1, CaV13 ICDI inh -5, MC4R ag barr 0.7, Exocytosis inh 3, N-glyco inh -1, ABHD5 PLIN5 PPI 5 and ABCB6 inh MLPCN 98.
`Cn1c(SCC(=O)N/N=C/c2ccc(O)c(O)c2)nc2ccccc21` gave Cardio protect 71*, PDI inh 14, MC4R antagonist 6, HTR2A ag 8, CaV13 ICDI inh -3, MC4R ag barr -2.0, Exocytosis inh -1, N-glyco inh -7, ABHD5 PLIN5 PPI 8 and ABCB6 inh MLPCN 99.
`CCOC(=O)c1ccc(NC(=O)CN2CCN(Cc3ccccc3)CC2)cc1` gave Cardio protect -3, PDI inh -2, MC4R antagonist 3, HTR2A ag -2, CaV13 ICDI inh -2, MC4R ag barr -0.5, Exocytosis inh 5, N-glyco inh -1, ABHD5 PLIN5 PPI -1 and ABCB6 inh MLPCN 101.
